# V1aR counter = activates human V1a receptor in oxytocin agonist counter-screen | P37288 | CHO-V1R cells, Fluo-8 calcium fluorescence, agonist mode; 0% DMSO, 100% 3 nM vasopressin | activation, % at 3 µM | 320,000 compounds, 0.25% hits;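 active = activation above the mean activation of all tested compounds plus 3 SD, per screening run, cut at about 20% in these data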;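 note: signal is peak over basal fluorescence ratio across a 100 second FLIPR read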
# Target sequence (P37288 whole entry, looked up): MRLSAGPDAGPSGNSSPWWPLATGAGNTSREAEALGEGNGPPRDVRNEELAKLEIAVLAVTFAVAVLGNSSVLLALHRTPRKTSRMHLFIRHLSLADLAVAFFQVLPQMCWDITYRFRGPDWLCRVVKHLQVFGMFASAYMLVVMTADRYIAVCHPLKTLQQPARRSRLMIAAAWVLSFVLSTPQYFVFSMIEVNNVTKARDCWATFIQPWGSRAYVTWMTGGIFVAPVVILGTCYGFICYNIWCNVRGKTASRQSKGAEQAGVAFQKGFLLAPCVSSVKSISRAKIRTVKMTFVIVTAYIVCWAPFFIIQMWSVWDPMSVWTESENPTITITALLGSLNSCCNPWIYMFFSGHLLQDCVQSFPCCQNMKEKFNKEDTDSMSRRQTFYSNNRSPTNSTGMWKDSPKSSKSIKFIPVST
# MEKK2 mut-MEK5 = signal of MEK5 binding to mutant human MEKK2 PB1 domain; bead flow cytometry, Alexa488-MEK5 binding to MEKK2 mutant; percent response, % at 10 µM; 290,000 compounds, 0.35% hits; in the data active = percent response above about 24%, passing the limit was not always enough; note: inactives centre near 1; some results filed as inactive read as strong as hits; reference of the scale not given here
# PHOSPHO1 block = inhibitors of human PHOSPHO1 phosphatase; Q8TCT1; recombinant PHOSPHO1, absorbance phosphatase assay; inhibition, % at 13.3 µM; 290,000 compounds, 1.1% hits; AID 1565; in the data active = inhibition above about 60%
# Target sequence (Q8TCT1 whole entry, looked up): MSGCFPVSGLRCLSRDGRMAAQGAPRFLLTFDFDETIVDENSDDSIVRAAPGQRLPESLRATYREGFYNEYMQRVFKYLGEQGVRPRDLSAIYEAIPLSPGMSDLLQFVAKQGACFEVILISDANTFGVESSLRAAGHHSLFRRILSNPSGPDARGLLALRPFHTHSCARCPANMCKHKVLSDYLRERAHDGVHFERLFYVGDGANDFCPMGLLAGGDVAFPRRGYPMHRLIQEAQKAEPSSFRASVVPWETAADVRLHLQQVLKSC
# OXTR agonist = activates the human oxytocin receptor. P30559. AID 2435. activation, % at 3 µM. 320,000 compounds, 0.32% hits. CHO-OTR cells, Fluo-8 calcium fluorescence; normalized: DMSO 0%, oxytocin 100%;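 active = activation above the mean of all tested compounds plus 3 SD, cutoff set per screening run, cut at about 20% in these data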;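 note: peak over basal fluorescence ratio from a 100 s FLIPR kinetic read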
# MEKK2wt PB1 HTS = raises or lowers MEK5 binding to wildtype human MEKK2 PB1 domain. bead flow cytometry, Alexa488-MEK5 binding to MEKK2 WT; actives lie on both sides. binding response (% of control), % at 10 µM. 290,000 compounds, 1.1% hits. AID 1531; in the data active = binding response below about 67% or above about 130%
# MEKK3 PB1 HTS = raises or lowers MEK5 binding to the human MEKK3 PB1 domain; Q99759; bead-based flow cytometry, Alexa488-MEK5 binding to MEKK3; actives lie on both sides; 0 = blocked by unlabeled MEK5, 100 = vehicle; binding response (% of control), % at 10 µM; 290,000 compounds, 1.4% hits;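 active = binding response more than 3 SD above or below the average of its plate-row segment, actives on both sides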;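 note: Alexa488 bead fluorescence after subtracting the streptavidin-only scavenger bead signal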
# NALP1 yeast inh = inhibitors of NALP1 inflammasome in yeast; 280,000 compounds, 0.61% hits; S. cerevisiae NALP1/ASC/caspase-1 growth, X-gal OD620, 72 h; inhibition, % at 10 µM; in the data active = inhibition mostly above about 24%, no sharp cut-off; inactive = mostly below about 32%; note: some compounds called inactive have numbers as strong as hits
# GalR3 antag = antagonists of human GalR3. O60755. HEK293 GalR3-CNG cAMP membrane potential fluorescence; galR3 body fused to GalR1 C-terminus. inhibition, % at 3 µM. 360,000 compounds, 0.44% hits. AID 651719;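 active = inhibition above the screen-wide average plus 3 SD, cut at about 13% in these data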;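 note: forskolin and galanin both at EC90 stimulate the cells; cAMP rise reported by CNG channel membrane potential dye signal; 0% = forskolin plus galanin with DMSO and 100% = forskolin alone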
# GPR7 antag = human neuropeptides B/W receptor 1 antagonism | 290,000 compounds, 1.1% hits | AID 1861 | inhibition, % at 4.4 µM | GPR7-expressing cells, fluorescence antagonist assay; in the data active = inhibition above about 16%, passing the limit was not always enough;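 note: cells stimulated with the agonist NPW; 0% = agonist with vehicle and 100% = vehicle without agonist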
# Target sequence (P48145 whole entry, looked up): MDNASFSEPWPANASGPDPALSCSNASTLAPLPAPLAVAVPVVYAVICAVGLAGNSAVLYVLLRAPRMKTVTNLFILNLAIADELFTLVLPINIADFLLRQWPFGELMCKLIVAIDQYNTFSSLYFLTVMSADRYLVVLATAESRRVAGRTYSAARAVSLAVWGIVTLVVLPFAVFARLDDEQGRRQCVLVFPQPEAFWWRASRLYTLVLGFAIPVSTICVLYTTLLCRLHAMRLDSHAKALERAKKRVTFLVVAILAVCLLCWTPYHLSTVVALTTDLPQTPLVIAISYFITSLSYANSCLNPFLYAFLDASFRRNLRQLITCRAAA
# Active calls of the source: *; / = no result given; [ ] = another dose, or the depositor's remark.
SMILES,V1aR counter,MEKK2 mut-MEK5,PHOSPHO1 block,OXTR agonist,MEKK2wt PB1 HTS,MEKK3 PB1 HTS,NALP1 yeast inh,GalR3 antag,GPR7 antag
O=C(C1CC1)N1CCc2cc(Br)cc(S(=O)(=O)NCCN3CCOCC3)c21,-0.9,-5,-12,-0.9,88,87,20,-4,-8
Cc1cccc(N2C(=O)CN(Cc3ccccc3)C2=S)c1,-1.2,4,31,-1.5,103,101,4,-10,0
N#Cc1ccccc1CN1C(=O)NC(Cc2c[nH]c3ccccc23)C1=O (configuration not stated),0.7,-7,-94,1.4,95,101,3,-3,2
Cc1ccc(/C(O)=C/C(=O)C(=O)NNC(=O)C(O)(c2ccccc2)c2ccccc2)cc1,1.2,-3,-35,0.7,99,90,-73,-3,-17
COc1cccc(NC(=S)N(CCN(C)C)C(C)c2ccco2)c1 (configuration not stated),0.8,-1,-7,1.8,107,105,8,-5,-8
O=C(COc1ccc2ccccc2c1)NNC(=O)Nc1ccc(F)cc1F,0.7,6,29,-0.6,108,105,7,1,-7
O=C(NNc1ccccc1[N+](=O)[O-])Nc1ccccc1,0.3,4,30,1.2,96,98,-4,/,-1
NC(=O)CC(NC(=O)Cc1cccc2ccccc12)c1ccc(NC2CCC2)c([N+](=O)[O-])c1 (configuration not stated),0.8,1,2,-0.8,90,96,/,1,/
CCc1ccc(/C(C)=N/Nc2cc(Cl)nc(C)n2)cc1,-1.1,1,-4,-1.4,102,98,-1,-10,-7
CCCc1nnc(NC(=O)c2ccncc2)s1,-0.1,-10,-8,-0.5,82,99,-3,-3,-19
Cc1ccc(CSC2=Nc3ccccc3C3=NC(CCC(=O)NCc4ccco4)C(=O)N23)cc1 (configuration not stated),0.8,-3,24,-0.7,91,97,14,-5,-15
CNC(=O)Nc1ccc(S(N)(=O)=O)cc1,1.2,-3,25,0.8,95,103,22,-8,-4
Cc1cc(/C=C2\C(=N)N3N=C(CC(=O)N4CCOCC4)SC3=NC2=O)c(C)n1Cc1ccccc1,0.1,15,-4,0.6,104,109,3,-5,-9
COCCNC(=O)c1onc(CSc2ccc(F)cc2)c1C(=O)NCCOC,0.9,4,18,0.3,103,105,-22,-2,/
Cc1ccccc1NC(=O)c1cccc(S(=O)(=O)N2CCCCC2)c1,1.8,3,14,-1.2,99,99,13,-11,-13
O=c1oc2c(CN3CCOCC3)c(O)ccc2c2c1CCCC2,1.1,5,26,0.8,107,103,25,-4,3
O=C(NC(=S)Nc1ccccn1)c1ccco1,0.0,-1,-13,-0.7,105,122,23,-5,-4
CS(=O)(=O)CCC(C(=O)OCC(=O)c1ccc(Cl)cc1)N1C(=O)c2ccccc2C1=O (configuration not stated),3.0,17,-17,1.7,118,105,2,1,-6
O=C1O/C(=C/c2ccccc2)c2ccccc21,-0.4,-1,-13,-2.2,101,100,59,-2,-5
CC(=O)Nc1ccc(S(=O)(=O)N2CCC(N3CCCCC3)CC2)cc1,-0.4,6,22,1.3,104,104,4,-6,-5
S=c1[nH]nc(C2CCCCC2)n1Cc1ccccc1,0.7,-8,-35,-2.3,107,103,-1,-3,-9
O=C(Nc1ccc(S(=O)(=O)Nc2cnc3ccccc3n2)cc1)c1cc(F)c(F)cc1Cl,-0.2,0,22,-0.1,99,99,10,-2,2
N#Cc1cc(-c2ccccc2)nc(Oc2ccccc2)n1,-0.3,4,-57,-0.3,91,98,20,-4,-8
COc1ccc(NC(=O)N2CCCC(c3nc(-c4ccc(C(C)C)cc4)no3)C2)cc1 (configuration not stated),2.0,8,-7,1.1,111,104,4,-7,-10
CCOC(=O)c1ccc(-c2c(C(=O)OCC)oc3cc(O)c(CC)cc3c2=O)o1,5.8,-2,31,6.3,101,105,16,5,-16
O=C(C1CCN(C2CCN(Cc3ccc4c(c3)CCO4)CC2)CC1)N1CCCC1,1.0,-12,23,0.6,98,95,18,4,-2
COC(=O)C1CCN(c2ccc(C(N)=O)cc2[N+](=O)[O-])CC1,1.6,6,1,0.6,111,104,15,2,-8
O=C(c1ccc(CN2CCOCC2)cc1)N1CCN(Cc2ccccc2)CC1,-0.3,-24,5,-0.2,93,95,29,-2,-1
O=C(CSc1nnc(-c2ccco2)n1Cc1ccccc1)NCc1ccccc1,0.4,11,4,-1.4,101,104,-94,-4,-5
O=C(NCC(=O)N(Cc1cccs1)C(C(=O)NC1CCCCC1)c1ccco1)c1cccs1 (configuration not stated),-0.1,4,-29,-2.2,104,111,-6,-5,-9
COc1cccc(N2CCN(C(=O)CCS(=O)(=O)c3ccc4c(c3)oc(=O)n4C)CC2)c1,0.5,-4,12,-0.8,97,97,17,-9,-4
Cc1ccc(CN2CCNC(=O)C2CC(=O)N2CCN(c3ncccn3)CC2)o1 (configuration not stated),2.2,-1,45,0.5,90,100,-8,-2,-4
Cc1cc(C(F)F)n2nc(C(=O)Nc3ccc(S(=O)(=O)N4CCCCCC4)cc3)nc2n1,0.1,2,/,-1.3,99,98,/,3,-2
Fc1ccc(-n2c(-c3ccco3)n[nH]c2=S)cc1,/,5,-136,/,100,102,-11,-9,-10
Cc1c(N=C2N=C(NC(=O)c3cccs3)c3ccccc32)c(=O)n(-c2ccccc2)n1C,0.1,-6,34,1.6,78,98,18,-7,-17
CC(C)N1C(=O)CC(Nc2ccc(N3CCOCC3)cc2)C1=O (configuration not stated),0.0,8,15,0.7,108,104,6,-5,4
Nc1nonc1-c1nc2ccccc2n1CC(=O)N1CCCCC1,1.1,-1,9,-0.4,101,99,-1,-4,-7
COc1ccc(OC)c(C(=O)c2ccc(Cl)cc2)c1,-0.4,-3,39,-3.7,100,102,5,-7,-10
CC(=O)Nc1cccc(C(=O)N2CCN(S(=O)(=O)c3ccc4ccccc4c3)CC2)c1,6.2,7,28,-0.1,106,101,0,-11,10
COc1cc(/C=N/N2CCN(Cc3ccc(Cl)cc3)CC2)cc(Br)c1O,3.0,1,29,5.2,104,103,22,-10,-13
Cc1ccc(C)n1-c1ncc(Br)cn1,0.9,-8,30,0.5,72,64,4,-4,4
Cc1ccc(CSCC(=O)Nc2ccc(F)cc2)cc1,2.9,-6,1,-2.5,103,99,35,-5,18
CC1CC(N(C(=O)c2ccccc2Cl)c2ccccc2)c2ccccc2N1 (configuration not stated),-0.6,/,11,-2.3,/,/,-2,6,3
COc1ccc(C(=O)c2sc3nc(-c4ccccc4)ccc3c2N)cc1OC,14,0,88*,11,88,104,-5,0,-8
O=C1c2cccc(OCC(=O)N3CCCc4ccccc43)c2CCN1Cc1cccnc1,7.7,-1,-2,9.4,98,101,8,2,-3
CCCCC(=O)Nc1ccc(N2CCCC2)cc1,-1.2,1,/,-1.6,98,99,/,0,-10
O=C(CSC1=Nc2ccccc2C2=NC(CC(=O)NCc3ccco3)C(=O)N12)NCC1CCCO1 (configuration not stated),-1.1,1,31,-0.9,96,99,8,-5,-4
CCOC(=O)/C(C#N)=C/Nc1ccsc1C(=O)OC,-0.6,-1,20,-1.1,99,100,-12,-5,-12
Cc1cc(-c2nc(C)c(C(=O)NN)s2)no1,2.0,-11,2,-2.2,97,95,14,-5,0
CCCOc1ccc(CCC(=O)N/N=C/c2ccco2)cc1,-1.2,-5,4,-1.4,97,99,13,-7,4
O=C(NCCc1ccccc1)c1ccc(Cl)c([N+](=O)[O-])c1,0.2,0,9,-1.3,97,98,13,-6,-5
CCOC(=O)NC1CCS(=O)(=O)C1 (configuration not stated),-0.3,3,-9,1.8,105,106,-7,0,-2
CC(=O)Nc1cccc(NC(=O)c2ccco2)c1,0.4,3,16,0.6,97,103,-15,-1,5
Cc1cc(NC(=O)C(C)SCC(=O)Nc2ccc(SC(F)F)cc2)no1 (configuration not stated),2.8,4,12,0.2,107,107,5,-3,10
COC(=O)c1c(NC(=O)c2ccco2)sc2c1CC(C)(C)NC2(C)C,0.3,6,27,0.1,114,106,16,-3,4
CC1(C)Cc2c(sc3ncnc(N)c23)CO1,0.4,-1,16,0.7,91,92,-6,-4,2
O=C(N/N=C/c1ccccc1)c1ccc(OCc2ccccc2)cc1,0.3,-7,32,-1.6,96,97,-2,0,13
CCN(CC)CCN1C(=O)C(=O)/C(=C(/O)c2ccncc2)C1c1ccccc1F (configuration not stated),0.8,13,-8,-0.6,107,110,37,8,8
N/C(=N\OC(=O)c1cc([N+](=O)[O-])ccc1Cl)c1cccnc1,-0.1,-1,37,0.2,103,101,/,0,-14
COCCNC(=O)c1cc2oc3ccccc3c2n1C,0.7,-1,-4,-1.1,90,96,2,-5,5
# Continuation:
SMILES,V1aR counter,MEKK2 mut-MEK5,PHOSPHO1 block,OXTR agonist,MEKK2wt PB1 HTS,MEKK3 PB1 HTS,NALP1 yeast inh,GalR3 antag,GPR7 antag
CC1(C)COC(/C=C/c2ccc([N+](=O)[O-])cc2)=N1,3.7,-1,-8,6.7,94,96,89*,-3,0
COc1cc2c(=O)n(Cc3ccco3)c(=O)n(CC(=O)c3cccc(Br)c3)c2cc1OC,1.0,19,32,-0.7,111,112,-13,/,-16
COc1ccc(-c2nc(NC(=O)c3n[nH]c(=O)c4ccccc34)sc2C)cc1,1.1,-1,-9,0.0,99,99,27,6,-6
C=CCn1c(=O)/c(=C2/Sc3ccccc3N2CC)s/c1=C1/C(=O)NN=C1C,1.1,-10,-1,-0.6,57*[inhibitor],76,18,/,-1
Cc1cc(-c2nc3cccnc3s2)ccc1NS(=O)(=O)c1cccs1,0.4,6,32,-1.3,102,104,-4,/,-16
Cc1ccnc(NS(=O)(=O)c2ccc(NC(=O)c3ccc(Br)o3)cc2)n1,-0.5,1,33,0.5,118,130*,1,0,-6
Cc1ccc(OCc2nnc(SCc3cc(=O)[nH]c4ccccc34)o2)cc1,-0.3,-2,-2,-1.9,98,100,-8,0,-9
CC(C)=C(NC(=O)c1ccco1)C(=O)NCCc1nc2ccccc2[nH]1,-0.8,-4,-25,-0.4,97,90,10,-3,-11
Cc1cccc(CNC(=O)Cn2ccc3cc(S(=O)(=O)N4CCCCCC4)ccc32)c1,-0.4,3,12,-2.0,100,101,7,4,11
COC(=O)Nc1ncc(CN2C(=O)c3ccccc3C2=O)s1,0.0,4,25,0.5,98,99,28,-6,-10
COc1ccc(C(=O)NCCCN2CCOCC2)cc1S(=O)(=O)N1CCCc2ccccc21,0.3,-10,-13,-0.1,94,106,13,-3,-12
CCOC(=O)C(=CNc1ccc(C(F)(F)F)cc1)C(=O)OCC,0.4,5,20,-1.9,105,104,-2,-4,-16
COCCNc1nc2nonc2nc1N(C)Cc1ccc(C)cc1,0.4,5,18,-1.6,102,99,6,-4,-13
CC12CN3CC(C)(CN(C1)C3c1ccc(Br)cc1O)C2 (configuration not stated),0.3,7,15,-1.8,112,115,2,0,3
COC(=O)c1ccc(CSc2nnc(C)s2)cc1,0.8,12,32,-0.2,104,103,14,-6,8
COC(=O)c1cc(CSc2nc3ccccc3[nH]2)oc1C,3.6,-3,30,8.6,97,97,1,-6,9

# An excerpt from above with just MEKK3 PB1 HTS and NALP1 yeast inh:
compound	MEKK3 PB1 HTS	NALP1 yeast inh
Cc1cc(-c2nc3cccnc3s2)ccc1NS(=O)(=O)c1cccs1	104	-4
Cc1ccnc(NS(=O)(=O)c2ccc(NC(=O)c3ccc(Br)o3)cc2)n1	130*	1

# Copied from the list.
# Result for CC1(C)COC(/C=C/c2ccc([N+](=O)[O-])cc2)=N1 in GalR3 antag: -3
# Result for CC12CN3CC(C)(CN(C1)C3c1ccc(Br)cc1O)C2 (configuration not stated) in NALP1 yeast inh: 2
# Result for COC(=O)Nc1ncc(CN2C(=O)c3ccccc3C2=O)s1 in MEKK3 PB1 HTS: 99
# Result for COC(=O)c1ccc(CSc2nnc(C)s2)cc1 in MEKK2 mut-MEK5: 12
# Result for COC(=O)c1cc(CSc2nc3ccccc3[nH]2)oc1C in GPR7 antag: 9
